# tim10-1 inh: tim10-1 yeast growth inhibition; inhibition, % at 20 µM; 330,000 tested, 2.2% active; S. cerevisiae tim10-1 ts strain growth, BacTiter-Glo, 24 h; AID 463190;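 active = inhibition of at least 40%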;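 also: mutant grown at 25 °C; 0% = DMSO wells with yeast and 100% = wells holding no yeast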
# beta cell repl: MIN6 beta-cell proliferation induction; proliferation, % at 10 µM; 330,000 tested, 0.29% active; MIN6 cells proliferation, ATPlite luminescence, 48 h; cells starved in 0.2% serum; 100% = growth in 10% serum;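 active = compounds whose signal lies at least 3.5 SD above the mean of all wells on their plate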;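 also: 0% = DMSO-treated cells in low-serum medium and 100% = 10% serum control; some compounds called inactive have numbers as strong as hits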
# NALP3 yeast inh: NALP3 inhibition in yeast. AID 2825. 330,000 tested, 0.39% active. inhibition, % at 10 µM. Yeast reconstituted NLRP3/ASC/caspase-1, beta-gal luminescence, 24 h;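 active = inhibition of 50% or more; inactive = inhibition below 50%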;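 also: plate controls were induced DMSO wells for no effect and uninduced yeast grown without galactose for full effect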
# TIM10 inh: inhibits growth of TIM10 yeast strain; S. cerevisiae TIM10 strain growth, BacTiter-Glo luminescence, 24 h; 330,000 tested, 1.4% active; inhibition, % at 10 µM;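 active = inhibition of 40% or more at the single tested concentration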;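 also: wild-type TIM10 isogenic control strain grown at permissive 25 °C; 0% = DMSO yeast wells and 100% = minimal medium wells without yeast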
# mIAP block: mouse IAP inhibition; 330,000 tested, 0.2% active; inhibition, % at 10 µM; purified mouse IAP, CDP-Star luminescence, 30 min;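 active = inhibition of at least 40% at 10 µM in the primary screen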;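 also: plate controls were DMSO with enzyme for no effect and no enzyme wells for full effect; values of inactives mirror those of a sister screen read the other way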
# APOBEC3A inh: inhibitors of human APOBEC3A DNA deaminase; recombinant A3A, FAM/TAMRA ssDNA deamination fluorescence; inhibition, % at 20 µM; 330,000 tested, 0.41% active; AID 493011;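 active = at least 40% inhibition at 20 µM here, with at most 30% in a related deaminase screen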;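 also: plate controls were A3A with DMSO for no effect and wells lacking A3A enzyme for full effect; some results filed as inactive read as strong as hits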
# mIAP activ: mouse IAP activation. muIAP, CDP-Star luminescence, 30 min; active compounds read high; 1 = vehicle-only enzyme signal, 0 = enzyme-free wells. activation factor at 10 µM. AID 2805. 330,000 tested, 0.24% active;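 active = activation factor of at least 2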; also: the source names both 10 and 20 µM as test concentration; values of inactives mirror those of a sister screen read the other way
#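 System: mouse IAP enzyme. Reagent: CDP-Star chemiluminescent phosphatase substrate. Benchmarks: DMSO wells, no-enzyme wells. Times: 30 min enzyme-substrate-compound incubation at room temperature. Detection: luminescence from enzymatic CDP-Star hydrolysis. Doses: test compounds delivered from DMSO solution.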
# hIAP block: human IAP inhibition. purified IAP, CDP-Star luminescence, 30 min. 330,000 tested, 0.12% active. inhibition, % at 10 µM. P09923. AID 2544;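 active = inhibition reaching a set limit with compound at 10 µM in the primary screen, cut at about 35% in these data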;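 also: plate controls were DMSO wells with enzyme for no effect and no-enzyme buffer wells for full effect; values of inactives mirror those of a sister screen read the other way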
# Target sequence (P09923 whole entry, looked up): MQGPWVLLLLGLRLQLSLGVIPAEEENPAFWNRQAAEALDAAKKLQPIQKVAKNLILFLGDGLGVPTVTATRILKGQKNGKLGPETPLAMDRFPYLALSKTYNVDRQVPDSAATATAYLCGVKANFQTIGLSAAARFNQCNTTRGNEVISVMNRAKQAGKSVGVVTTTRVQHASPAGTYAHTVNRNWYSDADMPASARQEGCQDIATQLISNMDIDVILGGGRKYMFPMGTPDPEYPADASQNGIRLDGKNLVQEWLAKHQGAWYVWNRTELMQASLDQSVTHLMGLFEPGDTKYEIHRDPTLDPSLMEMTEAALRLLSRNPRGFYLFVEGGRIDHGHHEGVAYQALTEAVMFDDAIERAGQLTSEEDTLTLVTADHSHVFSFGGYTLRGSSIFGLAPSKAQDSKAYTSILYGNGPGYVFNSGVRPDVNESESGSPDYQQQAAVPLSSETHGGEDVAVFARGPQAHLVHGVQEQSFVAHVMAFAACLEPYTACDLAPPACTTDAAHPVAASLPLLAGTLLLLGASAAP
# APOBEC3G inh: blocks human APOBEC3G single-stranded DNA deamination. Q9HC16. recombinant A3G, ssDNA deamination FAM/TAMRA fluorescence. inhibition, % at 20 µM. 330,000 tested, 0.28% active;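 active = inhibition of at least 40% at 20 µM, with no more than 30% in the related APOBEC3A deaminase screen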;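 also: plate controls were DMSO wells with A3G for no effect and wells lacking A3G enzyme for full effect; some compounds called inactive have numbers as strong as hits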
# Target sequence (Q9HC16 whole entry, looked up): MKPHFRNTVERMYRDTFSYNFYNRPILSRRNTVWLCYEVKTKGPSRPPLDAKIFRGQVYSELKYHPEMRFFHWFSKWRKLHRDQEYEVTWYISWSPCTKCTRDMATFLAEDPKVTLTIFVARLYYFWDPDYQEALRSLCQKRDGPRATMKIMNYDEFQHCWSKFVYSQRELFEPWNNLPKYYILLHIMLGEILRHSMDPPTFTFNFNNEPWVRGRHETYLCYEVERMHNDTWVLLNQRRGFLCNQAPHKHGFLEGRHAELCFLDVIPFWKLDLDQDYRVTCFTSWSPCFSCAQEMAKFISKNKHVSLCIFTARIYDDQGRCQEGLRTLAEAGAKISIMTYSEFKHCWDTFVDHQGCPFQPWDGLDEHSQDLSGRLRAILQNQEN
# An asterisk follows results filed as active.
SMILES,tim10-1 inh,beta cell repl,NALP3 yeast inh,TIM10 inh,mIAP block,APOBEC3A inh,mIAP activ,hIAP block,APOBEC3G inh
Cc1cccc(NC(=O)c2cc(NC(=O)C3CCCCC3C(=O)O)ccc2Cl)n1 (stereo not drawn),13,0,12,-2,1,0,0.99,21,0
COC(=O)C1CCN(CC(=O)N(C)c2c(N)n(Cc3ccccc3)c(=O)[nH]c2=O)CC1,0,-6,11,0,-4,0,1,-18,-7
CCCn1cnc2c(=S)nc(N)[nH]c21,-12,2,6,8,13,0,0.87,-1,-7
CCc1ccccc1NC(=O)c1cc2ncc(Br)cn2n1,-4,0,25,8,3,41*,0.97,5,-1
CCOC(=O)C(C(C)=O)C(c1ccc(OC)cc1)C(C(C)=O)C(=O)OCC (stereo not drawn),18,1,6,9,3,-4,0.97,-14,-10
COc1ccccc1NNC(=O)C(O)(c1ccccc1OC)c1ccccc1OC,18,-1,14,14,-1,-2,1,-5,-7
CCN1C(=O)CC(C(=O)OC)=C1C,6,1,10,-1,-12,4,1.1,0,3
CCn1cc(C(=O)NCCCN2CCCCCC2)c(=O)c2cc(S(=O)(=O)N3CCc4ccccc4C3)ccc21,-24,-6,21,-12,10,4,0.9,2,17
CC1CCCC(NC(=O)COC(=O)c2cccc(NS(=O)(=O)/C=C/c3ccccc3)c2)C1C (stereo not drawn),6,-5,5,-6,4,2,0.95,-2,-4
CC1C(=O)C(C)C(c2cccc(Br)c2)NC1c1cccc(Br)c1 (stereo not drawn),4,-7,21,-4,-4,1,1,-19,0
CN(C)S(=O)(=O)n1cc(/C=C(\NC(=O)c2ccccc2)C(=O)N2CCCC2)c2ccccc21,17,2,16,4,10,-8,0.9,-7,-7
CN(C)C(CNC(=S)Nc1cccc(Cl)c1)c1cccnc1 (stereo not drawn),8,-2,14,-3,-6,-1,1.1,-4,-2
O=C(NCC1CCCO1)c1ccc(COc2ccc(Cl)cc2)cc1 (stereo not drawn),26,-2,46,25,4,0,0.96,-16,-3
COc1ccc(NC(=O)Cc2ccc(Cl)c(Cl)c2)cn1,-11,2,11,-6,-5,2,1,-2,-7
O=C(NCCCN=C1NS(=O)(=O)c2ccccc21)c1ccc(Cl)cc1,-19,0,13,-11,-7,0,1.1,-2,18
COc1ccc(CCNC(=O)CC2SC(N)=NC2=O)cc1OC (stereo not drawn),1,0,-1,-2,-5,-3,1,-2,-2
O=C(CNC(=O)c1cccs1)Nc1ccc2c(c1)OCCO2,-23,-4,11,7,-2,2,1,-5,-6
COc1ccc(NC(=O)CN(C)C(=O)Cc2coc3cc(C)c(C)cc23)cc1,4,2,18,-2,0,9,1,-8,-10
Clc1ccccc1CSc1ncccn1,-13,-3,-9,1,7,-4,0.93,9,-2
CCOC(=O)C1CCN(C(=O)CCCOc2ccccc2)CC1,2,-2,17,2,-6,2,1.1,-21,3

# Limited to APOBEC3A inh, for three of the compounds above:
compound	APOBEC3A inh
CCOC(=O)C1CCN(C(=O)CCCOc2ccccc2)CC1	2
COc1ccc(NC(=O)CN(C)C(=O)Cc2coc3cc(C)c(C)cc23)cc1	9
O=C(NCCCN=C1NS(=O)(=O)c2ccccc21)c1ccc(Cl)cc1	0

# More records:
SMILES,tim10-1 inh,beta cell repl,NALP3 yeast inh,TIM10 inh,mIAP block,APOBEC3A inh,mIAP activ,hIAP block,APOBEC3G inh
COc1ccc(CNc2oc(-c3cccc4ccccc34)nc2C#N)cc1,26,-5,22,9,-19,3,1.2,-2,1
COC(=O)C1=C(N)OC2=C(C(=O)CC(C)(C)C2)C1c1ccccc1OC (stereo not drawn),30,1,-9,5,5,1,0.95,0,-5
CCN(CC(=O)Nc1ccccc1OC)C(=O)c1cc(-c2ccccc2)nn1-c1ccccc1,28,-2,18,22,1,-4,0.99,-2,-10
O=C(Nc1ccccc1C(=O)Nc1ccccc1)c1ccccc1F,-2,0,11,-5,-3,-5,1,8,-6
S=C1NC[C@H](c2ccccc2)N1CCCCC1CCCCC1,31,-8,23,29,-7,-1,1.1,-6,-5
Cc1ccc(NC(=O)N2CCCCCC2)cc1,-13,0,2,-7,1,-5,0.99,8,-7
O=C(/C=C/Nc1cccc(C(F)(F)F)c1)c1ccc(Oc2ncccn2)cc1,3,-2,4,24,4,-3,0.96,7,-4
CCN1CCN(C(=O)c2ccc(C)c(S(=O)(=O)Nc3cccc(C)c3)c2)CC1,-11,-2,-4,-14,2,-2,0.98,-23,-3
COc1cc(C2NC(=O)NC(c3ccccc3)=C2C(C)=O)ccc1OCC#N (stereo not drawn),6,4,2,3,8,-3,0.92,18,-7
COc1ccc(-c2csc(-c3cccs3)n2)c(OC)c1,24,-2,5,9,7,8,0.93,15,2
O=C(Nc1ccc(-c2nc3ccccc3[nH]2)cc1)c1cccc(N2C(=O)CCC2=O)c1,-15,-1,1,-16,-1,5,1,3,-1
Cn1c(C(=O)N2CCN(c3ccc(Cl)cc3)CC2)cc2c(=O)[nH]c3ccccc3c21,8,-1,-5,21,3,1,0.97,10,-4
CCCC(=O)Nc1ccccc1-c1nnc(SC)[nH]c1=O,15,-4,20,-3,-10,-7,1.1,-23,-14
CCC(C)c1ccccc1NC(=O)c1cc2cccc([N+](=O)[O-])c2[nH]1 (stereo not drawn),-10,-4,52*,-109,7,5,0.93,2,6
Cc1cc(=O)oc(C)c1C(=O)O,-6,-1,15,6,-5,-1,1,-9,-6
O=c1cc(-c2c(F)c(F)c(F)c(F)c2F)oc2ccccc12,17,-4,-4,15,16,-3,0.84,3,-7
Cc1cc(NCCCn2ccnc2)n2ncc(-c3ccccc3)c2n1,8,-4,8,0,-2,3,1,-14,-2
O=C(CNC(=O)c1ccc(Br)cc1)NCC(=O)OCC(=O)c1ccccc1,-5,3,10,8,15,-3,0.85,-4,-6
Nc1ccc([N+](=O)[O-])cc1C(=O)NNC(=O)c1ccco1,-12,-3,19,8,22,3,0.78,-32,-3
O=C(CC1CCCCC1)Nc1nc2ccccc2s1,7,4,14,-11,-5,11,1,-2,-1
CSc1cccc(NC(=O)CC2Oc3ccccc3NC2=O)c1 (stereo not drawn),-17,0,-8,7,0,-5,1,-3,-9
Cc1c(Cl)cccc1NC(=S)NCCc1ccc(S(N)(=O)=O)cc1,19,-1,8,7,-4,-3,1,10,-3
C=CCN(c1ccccc1)S(=O)(=O)c1cccc(C(=O)Nc2cc(C)ccn2)c1,14,-5,23,-1,3,4,0.97,-4,3
O=C(NC(Cc1ccccc1)C(=O)NCCc1ccccn1)c1cccs1 (stereo not drawn),1,-2,13,-19,6,1,0.94,1,-6
CCCN(CC(=O)Nc1ccccc1C)C(=O)c1ccc(S(=O)(=O)N2CCCCC2)cc1,4,-1,10,3,-7,1,1.1,4,-3
COc1ccc(C[C@H]2CN3C(=NC[C@@H]3C(C)C)N2CCNC(=O)CCC2CCCCC2)cc1,14,-8,-17,11,-2,1,1,14,1
O=C(COC(=O)Cc1c[nH]c2ccccc12)Nc1ccccc1C(F)(F)F,7,-1,12,2,14,-2,0.86,17,-4
CC(=O)N1CCN(c2ccc(NC(=O)c3cccc(Cl)c3Cl)cc2)CC1,5,3,16,-1,10,-3,0.9,10,-4

# An excerpt of the results above, as a working copy:
SMILES,tim10-1 inh,beta cell repl,NALP3 yeast inh,TIM10 inh,mIAP block,APOBEC3A inh,mIAP activ,hIAP block,APOBEC3G inh
CCCC(=O)Nc1ccccc1-c1nnc(SC)[nH]c1=O,15,-4,20,-3,-10,-7,1.1,-23,-14
CCC(C)c1ccccc1NC(=O)c1cc2cccc([N+](=O)[O-])c2[nH]1 (stereo not drawn),-10,-4,52*,-109,7,5,0.93,2,6
Cc1cc(=O)oc(C)c1C(=O)O,-6,-1,15,6,-5,-1,1,-9,-6
O=c1cc(-c2c(F)c(F)c(F)c(F)c2F)oc2ccccc12,17,-4,-4,15,16,-3,0.84,3,-7
Cc1cc(NCCCn2ccnc2)n2ncc(-c3ccccc3)c2n1,8,-4,8,0,-2,3,1,-14,-2
O=C(CNC(=O)c1ccc(Br)cc1)NCC(=O)OCC(=O)c1ccccc1,-5,3,10,8,15,-3,0.85,-4,-6
Nc1ccc([N+](=O)[O-])cc1C(=O)NNC(=O)c1ccco1,-12,-3,19,8,22,3,0.78,-32,-3
O=C(CC1CCCCC1)Nc1nc2ccccc2s1,7,4,14,-11,-5,11,1,-2,-1
CSc1cccc(NC(=O)CC2Oc3ccccc3NC2=O)c1 (stereo not drawn),-17,0,-8,7,0,-5,1,-3,-9
Cc1c(Cl)cccc1NC(=S)NCCc1ccc(S(N)(=O)=O)cc1,19,-1,8,7,-4,-3,1,10,-3
C=CCN(c1ccccc1)S(=O)(=O)c1cccc(C(=O)Nc2cc(C)ccn2)c1,14,-5,23,-1,3,4,0.97,-4,3
O=C(NC(Cc1ccccc1)C(=O)NCCc1ccccn1)c1cccs1 (stereo not drawn),1,-2,13,-19,6,1,0.94,1,-6
CCCN(CC(=O)Nc1ccccc1C)C(=O)c1ccc(S(=O)(=O)N2CCCCC2)cc1,4,-1,10,3,-7,1,1.1,4,-3
COc1ccc(C[C@H]2CN3C(=NC[C@@H]3C(C)C)N2CCNC(=O)CCC2CCCCC2)cc1,14,-8,-17,11,-2,1,1,14,1
O=C(COC(=O)Cc1c[nH]c2ccccc12)Nc1ccccc1C(F)(F)F,7,-1,12,2,14,-2,0.86,17,-4
CC(=O)N1CCN(c2ccc(NC(=O)c3cccc(Cl)c3Cl)cc2)CC1,5,3,16,-1,10,-3,0.9,10,-4

# Screening results deposited in PubChem by Sanford-Burnham Center for Chemical Genomics.
